# Screening results from PubChem BioAssay.
# A549 viability: Nrf2 qHTS screen for inhibitors: counterscreen for cytotoxicity; AID 504648, 2011; A549 ARE-Fluc cells, CellTiter-Fluor viability, 18-24 h; 390,000 compounds, 0.16% hits; Potency, µM (doses to about 46 µM), inactives show top-dose activity change, negative = cytotoxicity, usual class: inhibitors; note: % is set by controls: 0 for no effect and ±100 for the full control effect
#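 A549 ARE_Fluc cells in 5% FBS OPTI-MEM were exposed to compounds in concentration-response for 18-24 h at 37 deg C. Viability was read by CellTiter-Fluor fluorescence (Ex 405/Em 525) after 30 min, before the luciferase read.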
# TGFb inhibitor: qHTS for Inhibitors of TGF-b | Potency, µM (series often up to 46.1 µM), for inactives: at the highest dose activity, negative = inhibition, usual class: inhibitors | HepG2 CAGA-GFP TGF-b/SMAD3 reporter, GFP fluorescence, 18 h; TGF-beta stimulated, 500 pg/mL final | 410,000 compounds, 1.2% hits; note: % is set by controls: 0 for no effect and ±100 for the full control effect; nearly all actives have a fitted effect of over 65% in size
#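 First, reporter cells (HEPG2 CAGA-GFP) rested 2 h at 37 degrees C. Next, compounds were pinned in and TGF-beta added to 500 pg/mL final. After 18 h, GFP was imaged per cell and summed per well.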
# MCF10A rereplic: A quantitative high throughput screen for small molecules that induce DNA re-replication in MCF 10a normal breast cells | Potency, µM (series often up to 46.1 µM), inactives show top-dose activity, positive = re-replication, actives largely listed as activators | MCF 10A DNA re-replication, Hoechst nuclear intensity, 48 h | AID 624296, 2012 | 350,000 compounds, 2.9% hits; note: % of control where 0% means no effect; nearly all actives have a fitted effect of over 50% in size
# Nrf2 ARE act: qHTS of Nrf2 Activators | 410,000 compounds, 0.31% hits | AREc32 ARE-luciferase reporter (MCF7-derived line), luminescence, 24 h | Potency, µM (titrated, usually from 46.1 µM), inactives show at the highest dose activation, hits mostly activators; note: % of control where 0% means no effect; nearly all actives have a fitted effect of over 65% in size
#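 Reporter line AREc32 (ARE-Fluc), seeded overnight in OPTI-MEM with 5% FBS; compound pin-transferred, 24 hr at 37 deg C, 5% CO2; luminescent read-out.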
# EPAC2 antagonist: qHTS for Antagonist of cAMP-regulated guanine nucleotide exchange factor 2 (EPAC2): primary screen; Rap guanine nucleotide exchange factor 4 (Homo sapiens), Q8WZA2; 360,000 compounds, 0.18% hits; Potency, µM (series often up to 114 µM), inactives show at the highest dose activity, negative = inhibition, hits mostly inhibitors; AID 720708, 2013; EPAC2 GEF exchange of Rap1B-BODIPY-GDP, fluorescence; note: % is set by controls: 0 for no effect and ±100 for the full control effect; nearly all actives have a fitted effect of over 45% in size; many of its hits are not listed in these tables
# Target sequence (Q8WZA2 whole entry, looked up): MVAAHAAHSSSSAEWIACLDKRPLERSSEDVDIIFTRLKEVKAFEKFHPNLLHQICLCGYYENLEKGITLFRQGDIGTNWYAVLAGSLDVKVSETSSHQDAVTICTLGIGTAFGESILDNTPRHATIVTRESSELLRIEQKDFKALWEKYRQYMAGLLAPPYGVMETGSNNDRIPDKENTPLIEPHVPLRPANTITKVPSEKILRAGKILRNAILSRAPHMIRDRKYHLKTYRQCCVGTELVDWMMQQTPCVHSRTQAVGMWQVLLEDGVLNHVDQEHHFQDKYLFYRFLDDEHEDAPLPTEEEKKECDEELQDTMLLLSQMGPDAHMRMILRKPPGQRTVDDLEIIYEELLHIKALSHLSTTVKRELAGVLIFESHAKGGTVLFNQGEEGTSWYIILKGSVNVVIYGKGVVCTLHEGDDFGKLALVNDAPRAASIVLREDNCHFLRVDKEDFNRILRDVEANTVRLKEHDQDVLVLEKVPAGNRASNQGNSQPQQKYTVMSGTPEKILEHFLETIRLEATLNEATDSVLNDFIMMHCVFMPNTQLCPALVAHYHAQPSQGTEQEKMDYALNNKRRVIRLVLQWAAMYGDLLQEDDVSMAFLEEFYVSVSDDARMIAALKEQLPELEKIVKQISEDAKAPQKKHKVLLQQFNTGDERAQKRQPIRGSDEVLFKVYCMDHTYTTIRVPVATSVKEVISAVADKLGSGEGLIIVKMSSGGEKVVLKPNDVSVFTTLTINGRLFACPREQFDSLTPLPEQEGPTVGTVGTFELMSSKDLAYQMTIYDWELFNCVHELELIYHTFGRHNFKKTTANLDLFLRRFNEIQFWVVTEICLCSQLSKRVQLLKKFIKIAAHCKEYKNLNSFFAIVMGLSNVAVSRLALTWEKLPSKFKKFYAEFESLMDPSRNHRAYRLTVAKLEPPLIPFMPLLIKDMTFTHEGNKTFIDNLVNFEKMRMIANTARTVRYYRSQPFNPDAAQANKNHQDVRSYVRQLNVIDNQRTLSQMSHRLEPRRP
# Nrf2 block: Nrf2 qHTS screen for inhibitors; AID 504444, 2011; Potency, µM (series often up to 46 µM), for inactives: at the highest dose activity change, negative = inhibition, hits mostly inhibitors; A549 ARE-Fluc reporter, luciferase luminescence, 18-24 h; 360,000 compounds, 2.1% hits; note: % is set by controls: 0 for no effect and ±100 for the full control effect; nearly all actives have a fitted effect of over 60% in size
#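 Nrf2 function is reported as luminescence of an ARE-controlled luciferase in A549 cells. Compounds were tested at several concentrations, and a CellTiter-Fluor read on the same wells flagged cytotoxicity.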
# ATXN viability: Viability Counterscreen for Primary qHTS for Inhibitors of ATXN expression; S2 cells (HEK-293 line with an ATXN2-luciferase reporter) viability, CellTiter-Fluor protease fluorescence, 24 h; Potency, µM (highest dose often 56.7 µM), usual class: cytotoxic; 400,000 compounds, 0.49% hits; AID 651635, 2014; note: nearly all actives have a fitted effect of over 40% in size
# HepG2 viability: qHTS for Inhibitors of TGF-b: Cytotox Counterscreen. HepG2 CAGA-GFP viability, ATP luminescence, 18 h. Potency, µM (titrated, usually from 46.1 µM), inactives show top-dose activity change, negative = cytotoxicity, hits mostly cytotoxic. 410,000 compounds, 0.76% hits. AID 588856, 2011; note: some results filed as inactive show a strong effect at the top dose
#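 CellTiter-Glo luminescence gave cytotoxicity after 18 hours at 37 degrees C. The cells were HepG2 CAGA-GFP in 1% FBS DMEM, stimulated with 500 pg/mL TGF-beta after compound addition. %Activity was normalised to no-cell wells (complete cell-killing) and DMSO (no toxicity), and curves were fitted and classified.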
# ATXN2 expr inh: Primary qHTS for Inhibitors of ATXN expression; HEK-293 ATXN2-luciferase reporter, luminescence, 24 h; Potency, µM (titrated, usually from 57 µM), for the others: at the top dose activity change, negative = inhibition, actives largely listed as inhibitors; 360,000 compounds, 0.72% hits; AID 1745845, 2022; note: % is set by controls: 0 for no effect and ±100 for the full control effect; nearly all actives have a fitted effect of over 55% in size
#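 qHTS (up to 57 uM final) was run with 24 h compound exposure of reporter cells at 37 °C. Each well was multiplexed: SteadyGlo luminescence measured ATXN2-luciferase expression after a fluorogenic Gly-Phe-AFC viability readout (25 uM final).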
# The depositor's hits bear a star; i = inactive; ? = inconclusive; · = no result given; [ ] = dose if it differs, or a comment. Calls come from the whole dose curve; as a rule, active = well fitted curve in the direction sought with a large enough effect; inconclusive = small, poorly fitted or top-dose-only effect, or another doubt; inactive = no such curve, though single readings can be large; an effect the other way counts as inactive or inconclusive. Potency is the fitted concentration of half-maximal effect. These rows are one share of the data, so the mix of outcomes need not match the whole.
SMILES | ATXN2 expr inh | EPAC2 antagonist | TGFb inhibitor | A549 viability | ATXN viability | Nrf2 ARE act | HepG2 viability | MCF10A rereplic | Nrf2 block
CCOc1ccc(C(=O)N[C@H](C(=O)Nc2ccc(S(=O)(=O)Nc3nccs3)cc2)C(C)C)cc1 | 2.2% | -0.5% | -9.2% | -10.7% | ? | 0.0% | 6.6% | -0.4% | 1.1%
COC(=O)CCCC1=CC2=CC(=O)C(C)(OC(=O)C3CCCC3)C(=O)C2=CO1 (centres undefined) | -3.3% | 8.4% | 6.5% | -4.3% | i | -0.9% | 9.7% | -14.7% | -5.0%
CCN(CC)C(C(=O)Nc1ccc2c(c1)OCO2)c1ccccc1 (centres undefined) | 1.1% | 6.9% | 0.0% | 8.3% | i | 0.4% | 19.4% | -3.8% | 1.3%
Cc1oc(-c2ccc(Cl)cc2)cc1-c1nn2c(-c3ccoc3C)nnc2s1 | -5.5% | 2.2% | 0.5% | -5.1% | i | 20.2% | 0.2% | ? | -12.5%
CN(C)CCN(C(=O)c1ccc(S(=O)(=O)N2CCCC2)cc1)c1nc2ccc(Br)cc2s1 | 1.2% | -3.5% | -14.3% | 16.5% | i | -0.3% | -13.4% | 7.6% | 0.9%
CCOC(=O)C1(Cc2cccc(OC)c2)CCN(C/C=C/c2ccc(OC)cc2)CC1 | ? | -8.0% | -2.4% | -17.6% | ? | -0.1% | -23.5% | ? | -26.6%
CC(=O)N1CC=CC1(C)C(=O)NCc1cc(F)cc(C(F)(F)F)c1 (centres undefined) | 7.7% | 3.6% | -3.6% | 1.7% | i | 0.2% | -0.2% | -19.0% | 9.9%
COc1ccc(OC)c(/C=C2\SC(=S)N(C(C(=O)O)c3ccccc3)C2=O)c1 (centres undefined) | · | ? | -21.5% | -4.6% | i | -0.2% | -14.6% | ? | -3.2%
CCOc1ccc(NC(=O)Cn2c(=O)n(CCC(=O)NCCc3ccccc3)c(=O)c3ccccc32)cc1 | 5.0% | · | -1.4% | -1.0% | i | -0.9% | -0.2% | · | 1.1%
Cn1nnnc1NCc1cccc(Cl)c1 | 0.7% | -1.1% | 12.5% | 3.2% | i | -1.0% | 5.9% | 1.7% | -0.3%
O=C(Nc1cccc(Cl)c1)c1cc(-c2ccc3c(c2)OCCO3)on1 | -13.7% | · | -4.5% | 2.5% | ? | -1.1% | -42.4% | · | ?
CC(=O)c1cc(C#N)c(SCc2ccccc2C#N)nc1C | 1.9% | 4.4% | 8.8% | -23.9% | i | 5.4% | 5.3% | ? | -26.2%
Cc1ccc(-n2ncc3c(Nc4cccc(C(F)(F)F)c4)ncnc32)cc1C | 48.1%[activator] | · | ? | -6.4% | i | 0.2% | -58.2% | · | ·
Cc1ccc2nc(NC(=O)C3CCN(S(=O)(=O)c4cccs4)CC3)sc2c1 | ? | 3.7% | 21.8% | -4.4% | i | -0.6% | -9.7% | 2.5% | ·
CCC(CC)c1nc(C(N)=O)c2[nH]c(=O)n(-c3ccc(OC)c(OC)c3)c2n1 | 7.5% | -7.9% | -0.5% | -8.0% | i | 2.4% | -24.5% | -0.7% | 14.1%
Cc1ccc(S(=O)(=O)C2CS(=O)(=O)CC2O)cc1 (centres undefined) | -8.1% | -7.8% | ? | 4.0% | i | 0.1% | -4.0% | 38.7% | ?
CCCc1cc(=O)[nH]c(SCC(=O)Nc2c(C)n(C)n(-c3ccccc3)c2=O)n1 | -14.5% | 9.6% | -2.6% | -3.1% | i | -0.6% | 2.4% | 0.3% | 0.2%
Cc1ccc(-n2nc(C)c3c(C)c(CCC(=O)O)c(C)nc32)cc1C | -6.3% | -9.9% | 1.9% | -8.6% | i | -0.3% | -73.7% | 0.6% | 1.3%
COc1ccc(C(c2nnnn2C(C)(C)C)N2CCN(C/C=C/c3ccccc3)CC2)cc1 (centres undefined) | -24.6% | 14.6% | ? | · | ? | 0.7% | -23.8% | · | ·
Fc1cccc(COc2ccccc2CNc2ccccc2)c1 | -16.5% | -9.5% | ? | 14.7% | i | -0.6% | -8.1% | -2.6% | -4.4%
COc1ccc(/C=N/NC(=O)c2[nH]ncc2Br)c(OC)c1 | 36.9% | 6.7% | 1.6% | 2.9% | i | 1.9% | -14.1% | -10.3% | ?
Cc1nnc(N2C(=O)C(=O)/C(=C(/O)c3ccc4c(c3)CC(C)O4)C2c2ccccc2F)s1 (centres undefined) | 20.5% | -5.1% | -9.6% | -12.5% | i | 0.2% | -40.8% | 3.9% | -8.6%
Cc1ccccc1-c1nc(CS(=O)CC(=O)NCc2ccccc2)c(C)o1 (centres undefined) | 1.0% | -6.1% | ? | -1.4% | i | 0.2% | -23.7% | 3.2% | -0.3%
O=C1NC2(CCCCCC2)Cc2ccccc21 | 3.3% | -1.5% | -4.1% | -1.5% | i | -0.8% | -8.0% | 7.0% | -9.5%
O=c1[nH]cnc2cc(-c3ccc(Br)cc3)sc12 | 12.1% | -2.0% | -0.3% | 1.8% | i | 3.4% | 4.7% | -2.3% | ?
O=C1CSC(=S)N1N=Cc1cccc(OCc2ccccc2)c1 | · | 8.0% | -4.9% | · | · | 8.9% | -12.2% | · | ·
CC(C)(C)Cc1c(-c2ccc(Cl)cc2)nc2ccc(Br)cn12 | -9.1% | -20.8% | ? | · | ? | 8.3% | -38.4% | · | ·
Cc1ccc(NC(=O)CN(C)S(=O)(=O)c2cccc3cccnc23)cc1C | -21.0% | -4.4% | 1.3% | 1.5% | i | -0.3% | -21.1% | 10.7% | -2.5%
Cn1nc(C(=O)NC2CCCCCC2)ccc1=O | 2.7% | -1.0% | 34.3%[activator] | -7.1% | i | -0.4% | -22.9% | 4.3% | 0.2%
O=C(CCCn1nnnc1CN1CCOCC1)N1CCN(c2ccccc2F)CC1 | -2.4% | 12.6% | 4.8% | -0.8% | i | -1.4% | 6.8% | ? | 5.2%

# Overlap with the part before: three compounds, followed by the next part.
SMILES | ATXN2 expr inh | EPAC2 antagonist | TGFb inhibitor | A549 viability | ATXN viability | Nrf2 ARE act | HepG2 viability | MCF10A rereplic | Nrf2 block
Cc1ccc(NC(=O)CN(C)S(=O)(=O)c2cccc3cccnc23)cc1C | -21.0% | -4.4% | 1.3% | 1.5% | i | -0.3% | -21.1% | 10.7% | -2.5%
Cn1nc(C(=O)NC2CCCCCC2)ccc1=O | 2.7% | -1.0% | 34.3%[activator] | -7.1% | i | -0.4% | -22.9% | 4.3% | 0.2%
O=C(CCCn1nnnc1CN1CCOCC1)N1CCN(c2ccccc2F)CC1 | -2.4% | 12.6% | 4.8% | -0.8% | i | -1.4% | 6.8% | ? | 5.2%
CCn1ncc(Cl)c1C(=O)NC(=S)Nc1ccccc1Br | 29.9% | -5.3% | -0.2% | 11.4% | i | 12.1% | -13.5% | 17.0% | ?
CCOc1ccc(N(C(C)C(=O)NC(C)CC)S(C)(=O)=O)cc1 (centres undefined) | -9.2% | 5.4% | 0.0% | -5.6% | i | 0.3% | -23.4% | -0.6% | 2.7%
O=C(O)c1ccc(NCc2cccc(Br)c2)cc1 | -5.6% | 0.7% | 0.0% | -3.5% | i | -0.2% | -0.9% | -2.1% | -15.2%
Cc1ccc(NC(=O)CC2S/C(=N/N=C/c3ccco3)NC2=O)cc1Cl (centres undefined) | -39.8%[11.3 µM] | -11.1% | -19.3% | 0.3% | i | ? | 7.9% | -8.0% | 24.7%
CC[C@]12c3[nH]c4ccc(Cl)cc4c3CCN1C(=O)[C@@H](CC(=O)NCc1ccco1)C[C@@H]2C(=O)N1CCN(C(=O)c2ccco2)CC1 | 6.6% | 20.8% | ? | 0.2% | i | 7.8% | 5.3% | 3.0% | 4.0%
Cc1cc(Br)c(NC(=O)COn2nnc3ccc(S(C)(=O)=O)cc32)c(Br)c1 | 0.7% | -3.0% | -12.0% | 0.7% | i | -0.2% | 4.8% | -0.2% | 11.1%
Cc1cc(Br)c(NC(=O)CCl)c(Br)c1 | 16.2% | -1.3% | ? | -12.2% | ? | ? | -4.6% | 13.6% | -29.1%
O=C(OCC(=O)N1CCc2ccccc21)[C@@H]1CCCN1S(=O)(=O)c1ccccc1F | 0.1% | 5.2% | 2.1% | 14.4% | i | -1.2% | -0.3% | 55.7% | 9.1%
COc1cc(/C=N/n2cnnc2)ccc1OCCOc1ccccc1 | 6.7% | -1.5% | 5.7% | -0.3% | i | 4.8% | 5.6% | 0.7% | ·
CCCCNC(=O)C[C@@H]1C[C@@]2(C(=O)OC)CCCCC=C2N(Cc2ccc(Cl)cc2Cl)C1=O | ? | 3.7% | · | · | 31.6µM* | 4.1% | · | · | ·
COc1cccc(CNC(=O)CSc2n[nH]c(-c3ccccc3Cl)n2)c1OC | · | · | -17.9% | 12.2% | · | -0.7% | -5.9% | · | ·
OCCCCCN=c1cc(-c2ccccc2)oc2ccc(Cl)cc12 | ? | -1.7% | ? | ? | ? | 29.0% | -14.2% | 26.4% | ?
COc1cc(/C=N/NC(N)=O)ccc1OC(=O)c1ccco1 | 11.9% | 0.5% | 15.6% | -3.3% | i | 10.8% | -3.2% | -2.2% | 0.5%
COc1ccc(C(=O)Nc2nc(N3C(=O)c4ccccc4C3=O)n(-c3ccccc3)n2)cc1 | -13.8% | 0.7% | 0.0% | 1.7% | i | 0.2% | 2.1% | 0.7% | 5.3%
O=C(NCc1ccc(F)cc1)c1cc2cccc3c2n1CCS3 | · | · | ? | 12.7% | · | 8.6% | -56.3% | · | ·
Cc1noc(C)c1S(=O)(=O)Nc1ccc2c(c1)C(=O)N([C@H](C)CO)C[C@H](C)[C@@H](CN(C)C(=O)Nc1ccc(C(F)(F)F)cc1)O2 | 5.0% | 2.0% | 7.1% | 6.4% | i | 3.2% | -16.3% | 4.1% | -16.3%
COc1ccc(OCC(=O)N2CCc3ccccc32)c([N+](=O)[O-])c1 | · | 7.4% | 1.0% | · | i | 1.1% | -13.3% | · | ·
